Screens from PubChem.
CRFR2-BP antag – antagonists of CRF-BP/CRF-R2 complex, primary screen, cell-based, HEK293, calcium dye fluorescence, uHTS; inhibition, % at 11.8 µM; CRF-induced calcium fluorescence; 350,000 compounds, 0.59% hits;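 active means inhibition of the ligand-induced calcium signal above about 50% at the single tested concentration, limit read from the data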
M4 PAM – human M4 muscarinic receptor positive allosteric modulators, primary screen, CHO-K1 cells, Fluo-8 calcium fluorescence; 360,000 compounds, 0.4% hits; activation, % at 3 µM; Muscarinic acetylcholine receptor M4 (Homo sapiens), P08173; CHO-K1 hM4/Gqi5, ACh EC20; 0% = ACh EC20, 100% = maximal ACh;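 active means activation above its plate's cutoff, the mean activation of sample wells plus 3 SD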; further: some results filed as inactive read as strong as hits
CHRM4 agonist – human M4 muscarinic receptor agonists, primary screen, CHO-K1 cells, Fluo-8 calcium fluorescence | Muscarinic acetylcholine receptor M4 (Homo sapiens), P08173 | activation, % at 3 µM | 360,000 compounds, 0.14% hits | CHO-K1 hM4/Gqi5; vehicle 0%, full acetylcholine response 100%;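 active means activation above the run mean over all test wells plus 3 SD, cut at about 32% in these data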;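 further: peak over basal fluorescence ratio per well then scaled between controls; 0% = DMSO wells and 100% = acetylcholine at EC100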
M4 antag – human M4 muscarinic receptor antagonists, primary screen, CHO cells, Fluo-8 calcium fluorescence; Muscarinic acetylcholine receptor M4 (Homo sapiens), P08173; CHO-hM4 cells, ACh EC80; inhibition, % at 3 µM; 360,000 compounds, 0.73% hits; AID 624125, 2012;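 active means inhibition above its plate's cutoff, the mean inhibition of sample wells plus 3 SD, cut at about 27% in these data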;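 further: 0% = acetylcholine EC80 with DMSO and 100% = DMSO without agonist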
CRFR2-BP ag – agonists of CRF-BP/CRF-R2 complex, primary screen, cell-based, HEK293, calcium dye fluorescence, uHTS. AID 588473, 2011. CRF-binding protein / CRF receptor 2 complex (human). 350,000 compounds, 0.46% hits. calcium dye fluorescence (FLIPR); percent of saturating CRF peptide response. activation, % at 13.2 µM;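 active means activation of at least 50%, plus an integration ratio under a set limit after plate pattern correction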;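 further: plate controls were neutral control wells without compound for no effect and CRF at EC100 for full effect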
CHRM5 antagonist – human M5 muscarinic receptor antagonists, primary screen, CHO cells, Fluo-8 calcium fluorescence; 360,000 compounds, 0.59% hits; inhibition, % at 3 µM; CHO-hM5 cells, ACh EC80;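 active means inhibition above a per-plate cutoff, the mean of that plate's test compounds plus 3 SD, cut at about 27% in these data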;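 further: 0% = acetylcholine EC80 with DMSO and 100% = DMSO without agonist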
Target sequence (P08912 whole entry, looked up): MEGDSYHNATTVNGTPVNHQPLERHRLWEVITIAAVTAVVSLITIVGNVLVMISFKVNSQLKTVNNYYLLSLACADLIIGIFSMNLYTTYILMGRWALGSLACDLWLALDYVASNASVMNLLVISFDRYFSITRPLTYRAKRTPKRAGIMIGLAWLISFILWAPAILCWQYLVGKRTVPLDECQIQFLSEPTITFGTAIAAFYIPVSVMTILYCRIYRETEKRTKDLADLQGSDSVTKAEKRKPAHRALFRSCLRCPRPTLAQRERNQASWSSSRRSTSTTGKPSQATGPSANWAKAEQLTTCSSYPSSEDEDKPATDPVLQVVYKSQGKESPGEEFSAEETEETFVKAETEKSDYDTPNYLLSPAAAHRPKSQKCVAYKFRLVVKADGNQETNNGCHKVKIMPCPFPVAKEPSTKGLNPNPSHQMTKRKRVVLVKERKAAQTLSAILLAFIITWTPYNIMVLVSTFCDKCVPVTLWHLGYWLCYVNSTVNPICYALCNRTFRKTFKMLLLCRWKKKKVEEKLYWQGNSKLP
IDE cell inh – human IDE inhibitors in live cells, primary screen, fluorescence polarization, HEK cells, FAbetaB substrate | inhibition, % at 5.59 µM | FAbetaB cleavage | 320,000 compounds, 0.41% hits | Insulin-degrading enzyme (Homo sapiens), P14735;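 active means percent inhibition above the average of all tested compounds plus 3 SD, set per screening campaign, cut at about 16% in these data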;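 further: IDE supplied by intact live HEK cells; FP after avidin binding of uncleaved biotin substrate so inhibition keeps polarization high; 0% = DMSO wells and 100% = 60 µM reference IDE inhibitor Ii1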
CHRM5 PAM – human M5 muscarinic receptor positive allosteric modulators, primary screen, CHO-K1 cells, Fluo-8 calcium fluorescence; Muscarinic acetylcholine receptor M5 (Homo sapiens), P08912; activation, % at 3 µM; CHO-K1 hM5, ACh EC20 PAM; 0% = ACh EC20, 100% = ACh EC100; 360,000 compounds, 0.3% hits;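 active means activation above the run cutoff, the mean activation of all test compounds plus 3 SD, cut at about 18% in these data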
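System – CHO-K1 hM5 cells · Compound – 3 µM, single dose · Incubation – compound preincubation 140 s before EC20 acetylcholine addition · Technique – Fluo-8 calcium fluorescence · Measure – Max/basal fluorescence ratio as % of EC20–EC100 ACh window · Benchmarks – low control EC20 acetylcholine (0%), high control EC100 acetylcholine (100%) · Replication – singlicate, one well per test compound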
M5 ag – human M5 muscarinic receptor agonists, primary screen, CHO-K1 cells, Fluo-8 calcium fluorescence; Muscarinic acetylcholine receptor M5 (Homo sapiens), P08912; activation, % at 3 µM; 360,000 compounds, 0.19% hits; CHO-K1 hM5 cells; 0% DMSO wells, 100% maximal acetylcholine response;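 active means activation above the run's mean over test compounds plus 3 SD, cut at about 23% in these data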;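 further: signal is peak over basal fluorescence ratio across the kinetic read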
The depositor's hits bear a star; . = not tested or not shown.

Molecule	CRFR2-BP antag	M4 PAM	CHRM4 agonist	M4 antag	CRFR2-BP ag	CHRM5 antagonist	IDE cell inh	CHRM5 PAM	M5 ag
CC(=O)OCCn1c([N+](=O)[O-])cnc1C=[N+]([O-])C1CCCCC1	-11.7	-0.3	0.9	-6.2	1.8	7.3	.	-4.7	-0.5
COc1ccc(/C=N/NC(=O)c2cc(Br)ccc2O)cc1Cn1cc(Cl)cn1	21.7	0.9	7.5	-2.3	-0.5	-5.8	-1.2	-4.4	1.2
COc1ccc(CC(=O)OCC(=O)Nc2cccc(C(C)=O)c2)cc1OC	2.0	-1.7	2.8	0.0	-0.9	-8.1	.	2.2	0.3
Cn1c(SCC(=O)NCc2ccco2)nc2ccccc2c1=O	-8.7	-0.2	1.5	3.3	1.5	-1.9	6.1	4.1	-1.4
c1ccc(N2CCN(c3ccccc3)C2c2cccs2)cc1	13.2	7.8	-2.0	-18.7	-1.6	3.7	-4.1	-3.2	-6.8
CCn1cc(C(=O)N2CCN(c3ccc(OC)cc3)CC2)c(=O)c2cc(S(=O)(=O)N3CCCCC3)ccc21	6.7	-0.2	0.4	-5.3	-0.4	5.8	4.5	-4.3	-3.2
Cc1ccc(S(=O)(=O)NCC(=O)N2CCOCC2)cc1	7.9	-1.6	0.3	-3.6	-1.8	2.6	-2.3	0.1	0.3
CCOc1ccc(CN2C(=O)c3ccccc3C2=O)cc1C(=O)Nc1nnc(SCC)s1	15.0	-2.8	-1.4	1.2	-0.6	-3.2	4.5	-3.0	-1.5
COc1ccc(N(C(=O)c2ccc(C)cc2)S(=O)(=O)c2cccs2)cc1	21.9	6.0	-1.4	-1.6	-2.1	3.4	-1.3	-0.6	-3.4
Cc1ccc(C)c(N2CCN(S(=O)(=O)c3ccc(-c4ccc(=O)[nH]n4)o3)CC2)c1	-0.1	-8.9	0.8	12.1	0.3	9.1	5.2	-3.0	-3.8
Cc1cc(C)nc(NC2=NCCN2C(=S)Nc2c(C)cccc2C)n1	-7.9	-2.4	-0.2	-4.5	-1.1	11.5	-8.2	-2.3	-10.1
Cc1cc(C(=O)NCc2ccc(S(N)(=O)=O)cc2)c(C)o1	4.5	4.2	5.1	0.6	-1.9	-4.0	-4.2	-0.9	5.8
COc1ccc(-c2nc(N)n[nH]2)cc1OC	12.0	7.7	0.3	6.2	-3.7	-1.9	0.1	0.7	-1.8
CCC(=O)N(Cc1ccco1)c1nc(-c2cc(OC)ccc2OC)cs1	11.3	-3.1	-0.6	5.8	-0.8	2.2	0.7	0.7	-3.0
C=C(C)Cc1c(C)c(C#N)c2[nH]c3ccccc3n2c1=O	12.4	-1.5	12.0	10.3	18.6	9.4	0.9	-8.4	3.7
O=C1C(=O)N(CNc2ccccn2)c2ccccc21	-22.3	2.3	0.8	0.8	-2.0	-1.3	5.3	8.6	-2.5
Cc1cc(C(=O)CSc2nc(N)cc(N)n2)c(C)n1CC1CCCO1 (configuration not stated)	20.7	7.8	2.6	-3.2	1.6	-3.1	6.9	4.2	6.8
CC(=O)Nc1ccc(S(=O)(=O)NNC(=O)NC23CC4CC(CC(C4)C2)C3)cc1	-2.0	13.3	0.1	-7.2	1.0	-6.6	4.1	3.0	-3.1
O=C1NC(c2cccc3ccccc23)Nc2ccccc21 (configuration not stated)	-29.4	-4.5	3.4	-2.8	-2.7	9.7	.	5.5	0.9
CCOc1cccc(Cc2c[nH]c(=O)[nH]c2=O)c1	-9.6	-1.7	0.9	-3.6	0.2	-2.5	.	0.5	-0.8
CC(C)N(CCNC(=O)c1ccc(CS(=O)(=O)c2c(Cl)cccc2Cl)o1)Cc1ccccc1	3.8	-9.9	0.9	5.4	0.3	1.7	-0.3	1.2	-10.3
CN1CCN(C(=O)c2cc3c(s2)-c2ccccc2S(=O)(=O)C3)CC1	1.3	5.7	1.5	-5.4	9.0	0.3	-2.7	-2.4	2.2
O=C(c1ccccc1NS(=O)(=O)c1ccc2c(c1)OCCO2)N1CCOCC1	-2.9	1.4	0.9	12.6	-1.4	2.4	-1.8	-4.3	1.8
OC1(c2ccc(F)cc2)CCN(Cc2ccccc2)C1 (configuration not stated)	-6.8	5.7	1.1	2.2	3.0	3.0	7.2	0.3	-2.5
COc1ccccc1NS(=O)(=O)c1cc(C(=O)N2CCCCCCC2)ccc1C	-0.7	6.3	2.2	4.9	0.1	-1.1	-3.1	2.2	1.0
CN(C)CC#Cc1cncc(C(=O)NNC(=O)Nc2ccc(Cl)cc2)c1	15.8	0.7	0.0	0.6	-0.5	6.2	0.4	2.1	2.7
N=C1c2ccccc2CN1c1ccc(S(=O)(=O)N2CCCCC2)cc1	-4.3	-14.6	6.0	-8.5	1.6	-0.5	0.7	-9.1	-15.7
O=C(c1cc(-c2ccc(O)cc2)on1)N1CCOCC1	-1.9	-1.4	0.5	1.2	0.4	11.0	-2.4	-1.6	-0.7
NC(=O)c1sc2nccc(Nc3ccccc3)c2c1N	17.3	4.3	2.8	4.0	-1.7	1.6	2.0	-1.1	4.4
c1ccc(-n2nnnc2-c2cccnc2)cc1	8.8	6.5	-0.2	9.0	6.2	3.4	8.4	1.1	3.1

Following part.
Molecule	CRFR2-BP antag	M4 PAM	CHRM4 agonist	M4 antag	CRFR2-BP ag	CHRM5 antagonist	IDE cell inh	CHRM5 PAM	M5 ag
COc1ccc(N2C(=O)CCC2=O)cc1	-5.9	0.1	-0.1	0.6	1.2	1.7	1.1	-2.4	0.4
CC12CCC(C(=O)N(CCCN3CCN(Cc4ccccc4)CC3)C1=O)C2(C)C (configuration not stated)	6.1	-15.1	1.5	14.6	-2.2	4.7	3.8	2.0	-16.4
Cc1ccccc1N=C/C=C1/C=C(c2ccccc2)OC(C)(C)O1	-3.6	8.7	1.0	5.8	-2.2	-3.1	2.4	2.3	0.1
Cc1c(N2C(=O)c3ccc4c5c(ccc(c35)C2=O)CC4)c(=O)n(-c2ccccc2)n1C	-2.5	2.7	0.2	8.5	-1.2	-2.4	3.9	1.0	-0.5
CC1(C)CC(=O)C=C(c2cccc(O)c2)C1	9.6	12.9	2.6	1.9	-0.6	6.1	-3.2	2.8	-0.4
Cc1ccc(N(CC(=O)NC2CCCCC2)C(=O)CCCC(=O)Nc2ccccn2)c(C)c1	2.1	5.5	2.8	-28.0	-1.2	-8.6	-0.4	1.0	-2.4
C[C@@H](N)C(=O)NC[C@H]1CC[C@H](C(=O)N[C@@H](Cc2ccccc2)C(=O)O)CC1	-8.7	-1.2	-0.2	-2.8	15.8	-7.0	.	6.0	2.0
CN1CCC(NC(=O)C2(C)CCN2Cc2ccc3ccccc3c2)CC1 (configuration not stated)	.	-0.3	2.1	5.1	.	-2.0	.	-3.3	-0.8
Cc1cc(N/N=C/c2ccc(O)cc2O)nc(N2CCOCC2)n1	17.4	-2.3	3.0	-2.1	-0.8	2.2	8.0	0.6	3.6
CC(NC(=O)C1CCCO1)c1ccccc1 (configuration not stated)	-6.2	6.3	1.4	-16.6	0.0	-11.3	3.5	6.7	-1.9
Cc1ccc(C(=O)OCC(=O)N2CCCCCC2)cc1S(=O)(=O)N1CCOCC1	-10.9	-5.2	2.1	4.1	4.1	-2.6	-2.4	8.7	1.2
CCCOc1ccc(F)cc1-c1cc(C(=O)Nc2ccc(F)cc2)[nH]n1	.	-4.4	7.6	-2.6	.	9.9	.	-8.4	0.4
COc1ccc(S(=O)(=O)NCc2cc(=O)n(C)c(=O)n2C)cc1C	-1.5	3.0	0.6	-4.2	-1.8	0.7	7.1	-1.7	-4.7
C[C@@H](O)C1NC(=O)[C@H](CCCCN)NC(=O)c2cc([N+](=O)[O-])cc(F)c2NCCCC[C@@H](C(N)=O)NC1=O (some centres not stated)	9.1	-2.2	1.6	6.0	-2.1	-0.8	3.3	4.2	2.9
CCOC1OC(=O)C(Cl)=C1Nc1ccc(C)cc1C (configuration not stated)	0.9	6.9	1.1	-2.8	-3.2	2.5	-0.5	1.9	-0.8
O=C1/C(=C\c2ccc(C(F)(F)F)cc2)CSc2sccc21	-4.5	5.8	-0.9	-11.6	0.6	0.0	0.1	1.2	-3.0
Cc1cccc(NC(=O)c2ccc3c(c2)C(=O)N(c2ccccc2C)C3=O)n1	5.6	18.1	5.0	-25.3	-3.4	0.7	9.5	-9.2	2.1
CCC1=Nc2cc(C(=O)NCCN3CCOCC3)ccc2Sc2ccccc21	3.9	3.0	1.6	-4.2	-1.5	-9.3	2.6	11.9	-3.4
COc1cc(C=O)cc(Br)c1OCC(N)=O	-0.5	4.6	0.7	-3.8	-0.4	0.9	-4.9	1.0	-1.5
CN(C)C(=O)CCC(=O)N1CCCC(C(=O)c2ccc3c4c(cccc24)CC3)C1 (configuration not stated)	-22.6	-7.4	1.6	12.3	-0.2	16.2	0.5	-1.4	-3.0
O=C(COC(=O)c1cc(S(=O)(=O)N2CCCC2)ccc1O)NCCc1ccccc1	0.0	-1.1	1.8	3.9	1.8	1.7	-2.4	-4.8	2.7
COc1ccc(-c2cc(C)no2)cc1S(=O)(=O)N1CCOc2ccccc21	-0.6	0.5	-0.8	-1.4	-0.5	0.8	1.1	-5.1	-6.0
